# Source: PubChem BioAssay (National Center for Advancing Translational Sciences (NCATS))
# HEK293 tox = Cytotoxic Profiling in HEK 293 Cell Line of Diverse Libraries Using Quantitative High-Throughput Screening. Potency, µM (highest dose often 115 µM), without a hit: at the highest dose activity change, negative = cytotoxicity, most hits filed as inhibitors. HEK 293 viability, ATP luminescence (CellTiter-Glo), 48-72 h. 94,000 tested, 6.6% active. AID 1345083, 2018; also: potency is read from the fitted curve at half-maximal effect; nearly all actives have a fitted effect of over 60% in size
#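 Viability of HEK 293 cells, plated at 250 cells/well, was judged by cellular ATP after compound treatment for 48 or 72 hr. Luminescence was imaged 10 min after CellTiter-Glo addition at room temperature.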
# SNCA expr inhib = Primary qHTS assay for inhibitors of alpha-synuclein gene (SNCA) expression. HEK-293 SNCA-luciferase knock-in, luminescence, 24 h. Potency, µM (series often up to 57.2 µM), inactives show at the top dose activity change, negative = inhibition, usual class: inhibitors. 140,000 tested, 0.17% active;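 also: potency is read from the fitted curve at half-maximal effect; plate controls were DMSO cells for no effect and cell-free wells for full effect; nearly all actives have a fitted effect of over 45% in size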
# HEK293 viab = GF-AFC viability counterscreen for inhibitors of alpha-synuclein gene (SNCA) expression; HEK-293-SNCA-luc viability, GF-AFC fluorescence, 24 h; Potency, µM (series often up to 57.1 µM), without a hit: at the highest dose activity change, negative = cytotoxicity, hits mostly cytotoxic; AID 1671193, 2021; 150,000 tested, 0.12% active;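 also: potency is read from the fitted curve at half-maximal effect; 0% = DMSO-treated cells and -100% = medium-only wells without cells; nearly all actives have a fitted effect of over 30% in size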
#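 HEK-293-SNCA-luc cells (1500/well) plated 24 h, then exposed 24 h to a dilution series; GF-AFC added 30 min at 37C, fluorescence 405/540 nm; normalised to medium-only and DMSO wells, Hill fit.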
# GPT2 inhibitor = Primary qHTS assay for inhibitors of Glutamate pyruvate transaminase 2 (GPT2); Recombinant GPT2, coupled pyruvate oxidase/HRP Amplex Red fluorescence; Potency, µM (series often up to 57.7 µM), inactives show top-dose activity change, negative = inhibition, hits mostly inhibitors; 100,000 tested, 0.25% active; AID 1671188, 2021; also: potency is read from the fitted curve at half-maximal effect; nearly all actives have a fitted effect of over 60% in size; many of its hits are not listed in these tables
#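 GPT2 10ng/uL, a-KG 250uM, L-Ala 2mM, HEPES pH7.5 + 0.0001% Tween; 30 min RT. Then Amplex mix (PO/HRP/ThPP), 30 min RT dark, fluorescence. AOA 50uM used as positive control.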
# Luciferase inh = Firefly luciferase inhibition profiling of diverse chemical library using quantitative high-throughput screening; Luciferin 4-monooxygenase (Photinus pyralis), P08659; purified P. pyralis luciferase, luminescence, biochemical; Potency, µM (titrated, usually from 115 µM), inactives show at the top dose activity change, negative = inhibition, actives largely listed as inhibitors; 76,000 tested, 2.5% active; AID 1347043, 2019; also: potency is read from the fitted curve at half-maximal effect; nearly all actives have a fitted effect of over 65% in size
# Target sequence (P08659 whole entry, looked up): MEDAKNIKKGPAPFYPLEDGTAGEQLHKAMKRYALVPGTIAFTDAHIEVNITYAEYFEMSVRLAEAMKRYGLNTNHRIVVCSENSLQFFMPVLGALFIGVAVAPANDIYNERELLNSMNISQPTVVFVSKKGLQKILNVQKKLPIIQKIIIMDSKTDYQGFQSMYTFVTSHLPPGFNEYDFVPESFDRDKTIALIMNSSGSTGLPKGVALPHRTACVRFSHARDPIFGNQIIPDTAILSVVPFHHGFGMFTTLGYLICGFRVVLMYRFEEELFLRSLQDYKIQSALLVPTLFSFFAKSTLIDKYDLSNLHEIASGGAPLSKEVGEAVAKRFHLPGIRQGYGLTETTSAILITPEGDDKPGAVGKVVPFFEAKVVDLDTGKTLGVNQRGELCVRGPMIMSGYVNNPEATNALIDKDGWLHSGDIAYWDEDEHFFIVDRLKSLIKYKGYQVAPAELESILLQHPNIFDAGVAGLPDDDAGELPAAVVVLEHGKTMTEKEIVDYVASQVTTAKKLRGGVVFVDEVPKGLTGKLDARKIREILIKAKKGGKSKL
#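 Luminescence read by CCD imaging after purified firefly luciferase (10nM final) was added to substrate buffer holding 10uM D-luciferin and 10uM ATP, pH 7.5, pre-dosed with compound.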
# IP6K1 inhibitor = Primary qHTS assay for small molecule inhibitors of Inositol hexaphosphate kinase 1 (IP6K1); IP6K1 kinase, ADP-Glo luminescence, 2 h; active compounds read low; activity change, % (series mostly up to about 58 µM); 140,000 tested, 0.81% active; AID 1645851, 2021; in the data active = activity change below about -25%
# Target sequence (Q92551 whole entry, looked up): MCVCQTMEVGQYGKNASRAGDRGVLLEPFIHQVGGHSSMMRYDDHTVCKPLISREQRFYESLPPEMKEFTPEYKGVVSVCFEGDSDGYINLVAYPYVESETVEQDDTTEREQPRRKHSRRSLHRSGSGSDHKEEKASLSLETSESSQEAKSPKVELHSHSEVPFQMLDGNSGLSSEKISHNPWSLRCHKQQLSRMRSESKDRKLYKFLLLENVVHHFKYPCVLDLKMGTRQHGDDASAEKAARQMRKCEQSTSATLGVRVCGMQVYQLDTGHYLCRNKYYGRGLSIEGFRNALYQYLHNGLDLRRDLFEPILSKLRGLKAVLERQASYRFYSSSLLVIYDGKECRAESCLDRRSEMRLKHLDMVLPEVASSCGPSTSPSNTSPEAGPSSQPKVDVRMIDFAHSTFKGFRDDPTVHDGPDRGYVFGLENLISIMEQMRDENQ
#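 ADP-Glo luminescence measures ADP made by human IP6K1 during a 2 h RT reaction with ATP/IP6 (mix at 1.3 mM/130 uM); top library doses 57.5 and 19.1 uM final.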
# 3T3 cytotox = Cytotoxic Profiling in NIH 3T3 Cell Line of Diverse Libraries Using Quantitative High-Throughput Screening; AID 1345082, 2018; NIH 3T3 viability, CellTiter-Glo ATP luminescence, 48-72 h; 94,000 tested, 4.3% active; Potency, µM (doses to about 96.7 µM), without a hit: top-dose activity change, negative = cytotoxicity, most hits filed as inhibitors; also: potency is read from the fitted curve at half-maximal effect; nearly all actives have a fitted effect of over 55% in size
#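 ATP-dependent luminescence (CellTiter-Glo) served as the viability signal for NIH 3T3 cells treated with compound for 48 or 72 hr at 37 °C.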
# Starred values were filed as active, the others as inactive; i = inactive; ? = inconclusive; nt = not tested or not shown; [ ] = dose if it differs, or a comment. Unless noted, calls follow the shape of the dose curve; as a rule, active = well fitted curve in the direction sought with a large enough effect; inconclusive = small, poorly fitted or top-dose-only effect, or another doubt; inactive = no such curve, though single readings can be large; an effect the other way counts as inactive or inconclusive. Unless noted, % is scaled to controls: 0 for no effect and ±100 for the full control effect. These rows are one share of the data; the hit share may differ from the screen's.
# Results follow in this order: GPT2 inhibitor | HEK293 viab | SNCA expr inhib | Luciferase inh | HEK293 tox | 3T3 cytotox | IP6K1 inhibitor
COc1ccc(-c2nc3ccccc3o2)cc1NC(=O)C(C)Oc1ccc(Cl)cc1Cl (stereo not drawn)
→ nt | 7.4% | 16.3% | nt | nt | nt | 40.9
COc1cccc(CN2CCCC(NC(=O)Nc3ccccc3OC)C2)c1 (stereo not drawn)
→ -18.7% | -3.2% | 97.3%[activator] | 9.4% | -27.7% | -21.9% | 11.4
COc1ccccc1CNC(=O)CCn1c(=O)c2ccccc2n(CC(=O)Nc2ccc(C)cc2C)c1=O
→ nt | -1.3% | -2.3% | nt | nt | nt | -12.2
O=C(c1ncn[nH]1)N1CCN(Cc2cn(-c3ccccc3)nn2)CC1
→ -7.4% | 4.4% | 5.9% | -7.5% | i | -20.3% | -5.2
Cc1nc(C(C)C)ncc1C(=O)N1CCN(C)C2(CCNC(=O)CC2)C1 (stereo not drawn)
→ i | 2.8% | -8.6% | -5.7% | i | 3.1% | 5.8
CN(C(=O)c1cc(F)ccc1Cl)C1CCc2nn(C)c(=O)n2CC1 (stereo not drawn)
→ i | 0.2% | 0.6% | -12.8% | -16.1% | -5.6% | -3.7
CCc1ccc(-c2cc(C)no2)cc1S(=O)(=O)NCc1ccc(OC)cc1
→ nt | -17.9% | ? | nt | nt | nt | 8.2
Cc1ncoc1C(=O)N1CCCCCNC(=O)[C@@H]2CCC[C@@H]21
→ i | 0.3% | -19.6% | -11.1% | 1.3% | -1.7% | 2.6
Cc1ccc(C2(C(=O)N3CCC(n4nc(-c5ccccc5)oc4=O)CC3)CC2)cc1
→ ? | 11.3% | nt | nt | nt | nt | -20.7
O=C(NCCC1CCN(C(=O)Nc2ccccc2F)CC1)c1ccco1
→ -23.1% | 1.2% | 4.8% | 8.2% | 5.2% | -2.2% | -8.2
CC(C)Cn1c(=O)c2ccccc2n2c(-c3ccc(Br)cc3)nnc12
→ nt | 7.7% | 7.9% | nt | nt | nt | 16.2
CC(C)c1nc2c(c(-c3ccc(O)cc3)n1)CN(C(=O)c1ccc(Cl)nc1)CC2
→ -13.7% | -19.5% | 9.4% | -5.8% | -1.7% | -13.8% | -1.4
COc1cccc(O)c1CN1CCC(C(Cc2ccc(F)cc2)N(C)Cc2cn(C)nc2C)CC1 (stereo not drawn)
→ -7.8% | 0.3% | 15.4% | -8.5% | 6.7% | 1.2% | 16.7
CCc1noc(-c2cccn3c(CNC(=O)c4ccc(OC)cc4)nnc23)n1
→ i | -17.0% | 6.8% | -2.1% | ? | -9.5% | 7.9
Cc1nc2scc(CC(=O)NC(C)C)n2c(=O)c1-c1cc(C)n(-c2ccc(C(C)C)cc2)n1
→ ? | 1.5% | 10.8% | -23.0% | -10.7% | -14.1% | 10.7
CC(=O)N1CCC(N2C[C@@H]3C[C@H]2C(=O)N(Cc2cccnc2)c2ccccc2O3)CC1
→ i | 3.5%[87.6 µM] | 25.1%[87.6 µM] | -4.3%[172 µM] | i | 0.3%[138 µM] | -7.2
COc1cc(CNC(=O)CN2CCCc3nc(C4CC4)ncc3C2=O)cc(OC)c1
→ i | ? | 19.4% | -4.0% | 0.1% | -6.1% | -0.5
O=C(c1cc(F)ccc1F)N1CCC2(CC1)CC(N(Cc1ccccc1)C1CC1)CCO2 (stereo not drawn)
→ -2.6% | -26.4% | ? | -6.5% | ? | ? | -0.7
Cc1cc(-c2cc3c(nc2-c2ccccc2)nc(C(=O)NC2CCN(C)CC2)n3C)ccn1
→ -5.3%[88.5 µM] | -26.9%[87.6 µM] | 10.8%[87.6 µM] | 2.3%[172 µM] | ? | 25.1µM* | 8.2
COCCOCc1nc(C2CCN(C(=O)Nc3ccc(OC)c(F)c3)CC2)no1
→ i | 1.2% | -4.6% | 2.8% | -5.4% | -14.8% | -7.4
O=C(COc1ccc(-n2cnnn2)cc1)N1CCCC2(CCNCC2)CC1
→ 1.5% | -14.8% | -6.1% | 2.1% | -8.9% | 0.6% | 0.9
CCOc1ccc(CN2CCc3nc(Nc4ccc(OC)cc4OC)ncc3C2)cc1
→ nt | -1.0% | -20.0% | nt | nt | nt | -1.1
O=C(Nc1ccc(F)cc1F)c1c2c(nc3ccccc13)C(=O)N(C1CCCCC1)C2
→ nt | -10.4% | 4.3% | nt | nt | nt | 23.8
CC1=NOC2(CCN(Cc3ccccn3)CC2)C1
→ i | -5.3%[87.6 µM] | 28.6%[87.6 µM] | -4.1%[172 µM] | -7.7%[172 µM] | -10.9%[138 µM] | -1.6
COCCOC1CN(C2CCN(S(=O)(=O)c3cccc(F)c3)CC2)C12CCCCC2 (stereo not drawn)
→ i | -1.6% | -13.3% | nt | ? | ? | 6.0
CC(C)CCN(C1CCOCC1)C1CCN(S(=O)(=O)c2cccnc2)CC1
→ 4.7% | 6.8% | 6.9% | -1.9% | 0.5% | -7.9% | -2.5
COc1ccc(CNCc2c(C(=O)O)c(C)n(Cc3ccc(Cl)cc3)c2C)c(OC)c1
→ nt | -4.7% | -8.1% | nt | nt | nt | 8.1
CN1CC(C(=O)NCc2cccc(Cl)c2)NC1=O (stereo not drawn)
→ -3.7%[88.5 µM] | 3.2%[12.5 µM] | -1.7%[87.6 µM] | nt | -5.3%[172 µM] | -10.7%[138 µM] | 3.4
CCn1nccc1C(=O)NCCC1CCN(C(=O)Nc2ccc(F)cc2F)CC1
→ i | -8.9% | ? | -8.5% | -9.9% | -19.6% | -7.2
COCCn1cc(CN(C)CC(=O)N2CCCCCC2)ccc1=O
→ i | -1.2% | 5.0% | -0.3% | i | i | -0.1
Cc1ccc(O)c(C(CC(=O)NCC2(c3ccccc3)CCCC2)c2ccccc2)c1 (stereo not drawn)
→ nt | -14.8% | ? | nt | nt | nt | 0.7
COc1cccc(CN2CCC3(CC2)CC(O)CCO3)n1 (stereo not drawn)
→ i | -2.7%[12.5 µM] | -3.8% | -8.7% | -3.2% | i | -14.6
CCN1C(=O)CCc2cc(NS(=O)(=O)c3cn(C)c(C)n3)ccc21
→ i | 7.5% | 4.2% | 0.2% | i | i | -9.5
Cc1ccccc1Nc1nn2c(=O)c3ccc(C(=O)NCc4ccccc4)cc3nc2s1
→ nt | -10.7% | ? | nt | nt | nt | 49.8
C#CCNC(=O)[C@H]1O[C@H](CCN2CCNCC2)CC[C@@H]1O
→ 1.1%[88.5 µM] | 0.9%[87.6 µM] | 13.4%[87.6 µM] | -1.6%[172 µM] | -18.1%[172 µM] | i | 3.7
Cc1ccc(C)c(CNC(=O)c2cnc3sc(N4CCCC4)nn3c2=O)c1
→ nt | -7.2% | -2.0% | nt | nt | nt | -10.1
COc1ccc(CCNC(=O)C(=O)NCC(c2ccco2)S(=O)(=O)c2cccs2)cc1 (stereo not drawn)
→ nt | 11.6% | -28.5% | nt | nt | nt | 18.2
Cc1ccc(S(N)(=O)=O)cc1C(=O)N[C@H]1[C@H]2CCO[C@H]2[C@@H]1N1CCCC1
→ -3.6% | -9.3% | -17.9% | 12.3% | -0.1% | i | 7.3
Cc1ccc(N2CC(c3noc(-c4cccc(N(C)C)c4)n3)CC2=O)cc1 (stereo not drawn)
→ i | ? | 2.8% | -4.0% | -16.8% | i | 15.4
C=CCc1ccc(O)c(OC)c1
→ ? | 6.2%[23.9 µM] | -18.7%[25.6 µM] | nt | nt | nt | -3.6
CCC(O)C1CCN(Cc2cnc(S(=O)(=O)CC)n2CCc2ccccc2)CC1 (stereo not drawn)
→ -3.6% | -13.2% | -22.6% | 6.2% | -1.2% | -22.6% | -0.6
Cc1noc(C)c1-c1cc2cc(C(C)C)oc2c(NCCc2ccccn2)n1
→ 0.8%[88.5 µM] | -5.0%[87.6 µM] | 6.5%[87.6 µM] | -22.6%[172 µM] | ? | ? | -1.6
COc1cc2cc(CNc3ccc(C)cc3)c(=O)n(CC(=O)Nc3ccc(F)cc3F)c2cc1OC
→ nt | 4.7% | 68.2%[activator] | nt | nt | nt | -2.6
CC(=O)N(C)Cc1ccc(F)cc1
→ i | 14.4%[87.6 µM] | 1.1%[87.6 µM] | 2.4%[230 µM] | 3.2%[230 µM] | 1.1%[174 µM] | 4.2
O=C(C1CCCC1)N1Cc2ccccc2CC2(CCN(Cc3ccncc3)C2)C1 (stereo not drawn)
→ i | -0.7% | -12.3% | nt | ? | ? | -9.9
CN1CC(=O)N(C2CCC2)Cc2c1ncnc2N1CCOCC1
→ -17.6% | 5.2% | 14.1% | nt | i | i | 13.1
CN(C)c1ccc(CN2C[C@H](O)C[C@H]2c2nc(-c3ccncc3)no2)cc1
→ i | 8.6%[87.6 µM] | 10.5%[87.6 µM] | 2.6%[172 µM] | -11.8%[172 µM] | -12.4%[138 µM] | -1.2
CNC(=O)c1cc(C2CC2)nc2c1c(C1CCN(C(=O)C3CCCCC3)CC1)nn2C
→ nt | nt | nt | nt | -3.5% | -20.7% | 12.1
Cc1cccc(C)c1OCC(=O)Nc1c(C(=O)c2ccccc2)oc2ccccc12
→ nt | 4.7% | -15.2% | nt | nt | nt | 10.8
COc1ccc(C(=O)N[C@@H](Cc2ccccc2)C(=O)N2CCCOCCNC(=O)CC2)cc1F
→ 0.5% | 4.2% | 12.4% | -1.3% | -0.6% | -11.3% | -2.4
O=C(c1ccccc1-c1ncc[nH]1)N1CCOC(c2ccc(Cl)cc2)C1 (stereo not drawn)
→ -7.4% | -2.8% | 2.9% | -7.4% | ? | -22.1% | 16.6
CCOc1cc(C(=O)OCc2cc(=O)n3nc(CC)sc3n2)cc(OCC)c1OCC
→ nt | 14.6% | 6.1% | nt | nt | nt | -0.3
CCOC(=O)Cn1c(=N)n(Cc2ccc(C(C)(C)C)cc2)c2ccccc21
→ nt | ? | ? | nt | nt | nt | -26.8*
Cc1cc(C)c(Cn2c3ccccc3c3cnn(CC(=O)NCCC4=CCCCC4)c(=O)c32)c(C)c1
→ nt | 12.2% | 16.6% | nt | nt | nt | 17.0
COc1cccc(N2CC3(C2)CN(c2ccccc2)C(=O)O3)c1
→ i | -4.1%[87.6 µM] | -1.8%[87.6 µM] | 5.1%[172 µM] | ? | -22.2%[138 µM] | 6.0
COc1ccc(NC(=O)c2cc(NC(=O)C3CCC3)cc3nc(C)ccc23)cc1
→ i | -9.2% | 2.8% | ? | -28.3% | -12.9% | 7.1
